Compound activity (PubChem)
CCT modulator: changes cytosolic chaperonin activity; purified chaperonin ATPase assay, HTRF ADP detection, 30 min; activity change, % (test concentration not listed), hits read low; hit rate 0.3% among 360,000; in the data active means activity change below about -30%; further: on the % scale 0 is the no-effect control and ±100 the full control effect
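Nucleotide hydrolysis assay: TRiC at 20–40 nM final (set by batch activity) with 10 uM ATP, 30 min at 37 °C, in presence of 76 uM compound. Detection by competitive ADP HTRF, 30 min ambient.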
WRN inhibitor: inhibitors of human WRN helicase; Q14191; WRN helicase unwinding, fluorescent forked duplex, kinetic; Potency, µM (highest dose often 114 µM), for the others: top-dose activity change, negative = inhibition, usual class: inhibitors; hit rate 0.46% among 360,000; further: potency means the concentration at half of the fitted maximal effect; on the % scale 0 is the no-effect control and ±100 the full control effect; nearly all actives have a fitted effect of over 55% in size
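Kinetic red-fluorescence monitoring (525/598 nm) tracks WRN helicase activity after 100 nM fluorophore-quencher forked duplex and 2 mM ATP are added to 20 nM enzyme pretreated 15 min at room temperature with compound.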
EPAC1 antagonist: blocks human EPAC1 exchange factor; O95398; EPAC1 GEF assay, Rap1b-BODIPY-GDP exchange fluorescence; Potency, µM (series often up to 115 µM), for the others: at the top dose activity change, negative = inhibition, usual class: inhibitors; hit rate 0.14% among 360,000; AID 720709;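 further: potency means the concentration at half of the fitted maximal effect; plate controls were vehicle for no effect and positive control for full effect; nearly all actives have a fitted effect of over 50% in size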
EPAC1 ag: agonists of human EPAC1; O95398; hit rate 0.073% among 360,000; AID 720707; EPAC1 agonist qHTS, biochemical assay; response scale: 100% = response to 6.5 mM cAMP; Potency, µM (highest dose often 154 µM), without a hit: top-dose activation, most hits filed as activators; further: potency means the concentration at half of the fitted maximal effect; nearly all actives have a fitted effect of over 60% in size
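Nucleotide exchange assay: 100 nM EPAC1 with 250 nM Rap1B loaded with BODIPY-GDP and 50 uM GDP, room temperature. Fluorescence (480/540 nm) read every 5 min for 30 min; signal change normalized to 6.5 mM cAMP as full agonist.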
PI5P4Ka inh: PI5P4K alpha (human) kinase inhibition; AID 652105; P48426; max response, %; PI5P4Kalpha enzyme, ADP-Glo luminescence, 60 min; stronger effect = lower value; hit rate 1.2% among 330,000; active means max response of -50% or lower; inconclusive means between -30% and -50%; inactive means -30% or higher; further: value at the top dose of about 77 µM; on the % scale 0 is the no-effect control and ±100 the full control effect
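Reactions run in 0.038 M HEPES pH 7.4, 0.28 mM EGTA, 0.1% CHAPS and 5% DMSO, with PI5P4Kalpha, substrate, compound and 5 microM ATP final, one hour at room temperature. Readout is ADP-Glo luminescence.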
IL2 activator: activators of IL-2; IL-2 activation reporter assay, cell-based qHTS; stimulated with anti-CD3/CD4/CD28 beads; in transgenic mouse T cells; activation, % (series mostly up to about 46 µM); hit rate 0.065% among 360,000; AID 652025; in the data active means activation above about 50%; inconclusive means mostly about 30% to 49%; further: 0% is about no effect
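Unstimulated transgenic mouse T cells; 60-min compound exposure; bead-based TCR/CD4/CD28 stimulation; 18 h culture, 37 degrees C; dual fluorescence (EGFP, DsRed) plate cytometry.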
PLK1 PBD block: inhibitors of human PLK1 polo-box domain binding; hit rate 2.8% among 360,000; Plk1 PBD binding of FITC phosphopeptide, fluorescence polarization; Potency, µM, inactives show max response, negative = inhibition, actives largely listed as inhibitors; P53350; further: potency means the concentration at half of the fitted maximal effect; series mostly up to about 57 µM; on the % scale 0 is the no-effect control and ±100 the full control effect; nearly all actives have a fitted effect of over 65% in size
EPAC2 agonist: agonists of human EPAC2 (RAPGEF4) | Potency, µM (series often up to 154 µM), inactives show at the top dose activation, most hits filed as activators | EPAC2 activation, biochemical qHTS; response scale: 100% = 6.5 mM cAMP response | Q8WZA2 | hit rate 0.079% among 360,000; further: potency means the concentration at half of the fitted maximal effect; nearly all actives have a fitted effect of over 50% in size
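Setup: EPAC2 100 nM, labeled Rap1B complex 250 nM, free GDP 50 uM. Compound titrations pinned in, brief spin, 5 min room temperature incubation. Kinetic fluorescence read over 30 min, normalized to 6.5 mM cAMP.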
* hit, by the source's call; ? = inconclusive; · = not tested or not shown; & = joins results of further samples; [ ] = dose if it differs, or a comment. Unless noted, the call rests on the fitted dose curve; in most records, active means well fitted curve in the direction sought with a large enough effect; inconclusive means small, poorly fitted or top-dose-only effect, or another doubt; inactive means no such curve, though single readings can be large; an effect the other way counts as inactive or inconclusive. This is a subset. The share of hits here may be higher or lower than overall.

SMILES,CCT modulator,WRN inhibitor,EPAC1 antagonist,EPAC1 ag,PI5P4Ka inh,IL2 activator,PLK1 PBD block,EPAC2 agonist
Cc1cc(C)c(NS(=O)(=O)c2ccccc2)c(C)c1NS(=O)(=O)c1ccccc1,0.8,-3%,-17%,14%,-2,-0.8,-2%,9%
CCN(CC)CCn1c(=S)[nH]c2cc(C(=O)N3CC(C)CC(C)C3)ccc2c1=O (centres undefined),-0.6,7%,-1%,-2%,-1,-4.4,-10%,13%
COC(=O)CN=Cc1c(C)[nH]n(-c2ccccc2)c1=O,-0.5,-11%,18%,1%,1,-1.3,0%,3%
O=C(NCC(O)c1nc2ccccc2[nH]1)c1cc2ccccc2[nH]1 (centres undefined),1.8,-1%,-1%,8%,-2,1.2,-11%,12%
COc1ccc2c3c(cccc13)OCC2=O,-1.1,-2%,10%,3%,-6,-0.2,-7%,6%
CCOc1ccccc1NC(=O)COC(=O)c1cnc(C)cn1,-1.1,9%,-5%,3%,4,-0.1,-9%,3%
O=C(c1cc2ccccc2oc1=O)N1CCN(C(=O)C2CCCO2)CC1 (centres undefined),-15,-12%,3%,-9%,·,0.0,0%,7%
Cc1cc(C)n(-c2ccc(C(=O)OCc3nnc(-c4ccccc4)o3)cc2)n1,0.5,-4%,-11%,-10%,-17,0.3,0%,26%
Nc1c(C(=O)Nc2ccccc2)sc2nc3c(c(-c4ccco4)c12)CCC3,-0.6,-17%,-26%,7%,?,3.4,3µM*,-1%
CCNC(=S)Nc1scc(-c2ccccc2)c1C(=O)OCC,-0.7,-10%,-14%,6%,-1,-2.8,-18%,7%
Cc1ccc2c(c1)C(=O)C(=O)N2CC1COc2ccccc2O1 (centres undefined),1.1,-2%,-10%,10%,0,-0.5,?,7%
CC1=C(C#N)C(C)C2=C(CC(C)(C)CC2=O)N1 (centres undefined),-0.5,1%,4%,1%,-3,-0.7,30µM*,3%
Cc1onc(-c2c(F)cccc2Cl)c1C(=O)Nc1ccc(Cl)c(S(=O)(=O)N(C)C)c1,-0.8,-5%,-19%,4%,5,0.2,-1%,13%
CC1Cc2ccccc2N1C(=S)NC1CCCC1 (centres undefined),-7.1,9%,-22%,-3%,4,-2.9,-2%,10%
c1ccc(COn2nnc3ccccc32)c(COn2nnc3ccccc32)c1,-3.2,-15%,7%,16%,·,-4.4,?,15%
CCN1CCc2nc(NC(=O)c3cc(F)c(F)cc3Cl)sc2C1,-1.4,-1%,-14%,9%,-4,-0.5,-16%,-4%
COc1ccc(S(=O)(=O)N(CC(=O)N2CCOCC2)c2ccc(F)cc2)cc1OC,1.8,5%,-4%,2%,-9,0.3,-7%,10%
CC(=O)Nc1ccc(/C=N/NC(=O)CC2CCCCC2)cc1,0.8,-17%,27%,-8%,5,-0.4,-1%,-19%
CC[C@@]1(C(=O)OC)N[C@H](CN(C)S(=O)(=O)c2ccccc2)[C@@H]2C(=O)N(Cc3ccccc3)C(=O)[C@@H]21,1.8,-5%,-6%,6%,-1,-0.4,3%,-1%
Cn1cnnc1Sc1ccc(CN2CCN(C3CCCC3)C(CCO)C2)o1 (centres undefined),-1.5,3%,-24%,11%,0,2.7,-14%,7%
Nc1c(S(=O)(=O)c2cc(Cl)ccc2Cl)c2nc3ccccc3nc2n1CCN1CCOCC1,1.5,-16%,-22%,27%,·,-2.7,-9%,10%
O=C(/C=C/C=C/c1ccccc1)c1ccco1,1.5,-9%,12%,-9%,-4,-3.9,-15%,6%
CCOC(=O)C1CCCN(C(=O)c2ccc3nc(-c4ccc(OC)c(OC)c4)c(-c4ccc(OC)c(OC)c4)nc3c2)C1 (centres undefined),-0.7,-3%[57.1 µM],-7%,19%,9,-2.0,-10%,13%
COc1ccc(-c2cc(C(=O)Nc3cc(Cl)ccc3OC)no2)cc1,-8.4,9%,9%,-9%,-2,-1.5,7%,4%
COc1ccc(NC(=O)c2ccc3c(c2)CCN3S(C)(=O)=O)cc1,-0.4,4%,5%,4%,-1,0.4,-6%,5%
O=C1NC(=O)N2CCSC2(Cc2ccccc2)N1 (centres undefined),0.0,?,14%,8%,-13,-3.2,-2%,8%
Cn1cc(C(=O)N2CCCC(Nc3ccc(F)cc3)C2)c2ccccc21 (centres undefined),0.9,1%,-8%,6%,3,0.0,-6%,5%
O=C(NCc1cccnc1)c1cn(CCc2ccccc2)nn1,-0.7,6%,6%,0%,-1,-0.9,-1%,-4%
COc1ccc(C2C3=C(CCCC3=O)Nc3c(-c4ccccc4)c(C)nn32)cc1 (centres undefined),-1.0,-11%,4%,8%,·,-2.2,-6%,20%
Cc1ccc(N(CC(=O)NC2CCCC2)C(=O)CCC(=O)Nc2ccccn2)cc1,-0.7,-15%,-7%,-8%,3,-2.1,-5%,1%
CCOC(=O)C1=NNC(C(=O)c2ccccc2)C1c1ccc(Cl)cc1 (centres undefined),0.4,-6%,3%,14%,-1,-0.1,-1%,10%
CC(C)(C)NC[C@H](O)COc1nsnc1N1CCOCC1,-0.8&-2.3&-2.6,1%&9%,6%&-6%&0%,-18%&-25%&-21%,2&4&2,1.3&-0.5&1.1,-16%&-16%&-7%,8%&10%&2%
Fc1ccc(/C=N/Nc2nn[nH]n2)cc1,0.3,-3%,2%,12%,1,-0.2,-9%,2%
COC(=O)C[C@@H]1CC[C@H](NC(=O)c2ccccc2)[C@@H](CO)O1,·,2%,0%,16%,-1,0.2,-10%,3%
COc1cccc(C(=O)NCCS(=O)(=O)NCc2ccco2)c1,0.5,-1%,-8%,5%,-4,0.2,-9%,-1%
COc1ccc(C(C(=O)NC(C)(C)C)n2c(-c3ccc(C(F)(F)F)cc3)nc3ccccc32)cc1 (centres undefined),·,9%,-16%,-14%,-9,3.1,-3%,-8%
O=C1CSC(c2cccnc2)N1C1CCCCC1 (centres undefined),-1.6,-4%,0%,0%,9,1.4,-12%,0%
O=C(Cn1cc(C(=S)N2CCOCC2)c2ccccc21)N1CCOCC1,-4.2,1%,0%,12%,-3,0.2,-14%,18%
CCCc1ccc(-c2ccc(F)c(N)c2)nc1,1.2,-12%,3%,5%,·,-1.5,-3%,2%
CC(C)Oc1ccc(Cn2c(=O)oc3ccccc32)cc1,-0.9,1%,19%,-1%,12,-1.9,-6%,4%
C=C1CCN([C@@H](CC(C)C)C(=O)N2CCCC2)S(=O)(=O)c2ccccc21,-3.5,-7%,-6%,-16%,3,-3.1,-6%,4%
O=C(COC(=O)c1ccc(S(=O)(=O)Nc2ccccc2)cc1)NCC1CCCO1 (centres undefined),-2.4,-5%,7%,-7%,-6,0.0,-6%,5%
Cc1cccc(N2CCN(CCCNC(=O)c3ccc(NC(=O)C4=CSCCO4)cc3)CC2C)c1 (centres undefined),-4.1,19%,?,1%,1,-4.0,-17%,6%
CCOC(=O)/C(=N/Nc1ccc(OC)cc1)N1CCCc2ccccc21,1.4,-3%,-28%,7%,-6,-1.0,-25%,4%
O=C(Nc1ccc(N2CCCCC2)cc1)c1ccc(F)cc1F,1.4,-12%,8%,10%,-10,-0.7,-8%,8%
COc1ccc2cc(CN(CC3CCCO3)S(=O)(=O)c3ccc(C(C)=O)cc3)c(=O)[nH]c2c1 (centres undefined),0.1,-12%,-22%,-1%,·,-0.3,-9%,-7%
COc1ccc(-c2cc3ccc(OCc4nn[nH]n4)cc3oc2=O)cc1,-1.7,-14%,-2%,3%,-29,2.0,-7%,-2%
C=CCN(CC=C)Cc1cc(=O)oc2ccc3ccccc3c12,1.0,-2%,6%,3%,1,-0.5,0%,2%

Two of these compounds in a different format:
Sequence of screens: CCT modulator	WRN inhibitor	EPAC1 antagonist	EPAC1 ag	PI5P4Ka inh	IL2 activator	PLK1 PBD block	EPAC2 agonist
- COc1ccc(-c2cc3ccc(OCc4nn[nH]n4)cc3oc2=O)cc1
    -1.7	-14%	-2%	3%	-29	2.0	-7%	-2%
- C=CCN(CC=C)Cc1cc(=O)oc2ccc3ccccc3c12
    1.0	-2%	6%	3%	1	-0.5	0%	2%

Next part.
SMILES,CCT modulator,WRN inhibitor,EPAC1 antagonist,EPAC1 ag,PI5P4Ka inh,IL2 activator,PLK1 PBD block,EPAC2 agonist
O=C1c2ccccc2[C@@H]2CC(O)C(O)CCN12 (some centres undefined),0.9,6%,14%,-15%,-9,0.7,-4%,1%
O=c1oc2ccc(C#CC3(O)CCCCC3)cc2cc1-n1cc(-c2ccccn2)nn1,-1.4,0%,-17%,9%,-4,2.9,-15%,-5%
Cc1ccc(C)c(N2CCN(CCCNC(=O)Cn3cc4c(n3)CCCCC4)CC2)c1,-1.4,-1%,1%,1%,0,-3.0,-10%,0%
CCOC(=O)c1c(NC(=O)CSc2n[nH]c(CNc3ccccc3)n2)sc(C)c1C,0.9,1%,5%,-8%,·,-2.8,-6%,-4%
COc1cc2c(cc1NC(=O)C(C)OC(=O)c1ccc(S(=O)(=O)Nc3ccccc3Cl)cc1)oc1ccccc12 (centres undefined),2.0,-5%,-10%,-3%,-1,0.8,-3%,3%
COc1cc(C(=O)N[C@H](C(=O)NC2CCCCCC2)C(C)C)cc(OC)c1OC,-2.6,4%,0%,0%,8,0.8,-2%,-4%
COCCNC(=O)C(c1ccccc1)N(C(=O)Cn1nnc2ccccc21)c1cccnc1 (centres undefined),1.6,5%,14%,1%,0,-0.1,-3%,2%
CC(C)C[C@@H](COCc1ccc(Cl)cc1)N1CCN(C(=O)c2ccc(Cl)cc2Cl)CCC1=O,1.9,-10%,-28%,0%,15,-0.9,-7%,1%
COC(=O)c1ccccc1OCCOCCOc1cccc2cccnc12,-2.5,-18%,-2%,-4%,-9,0.0,?,5%
CN1CCN(CCC(=O)Nc2ccc(Br)cc2)CC1,-1.5,8%,5%,3%,1,2.8,-3%,-9%
Nc1cc(=O)[nH]c(=O)n1-c1ccc(Cl)cc1,-13,-5%,-4%,5%,3,-0.6,1%,9%
COc1ccc(N(/N=C2\Sc3ccccc3C2=O)C(C)=O)cc1,-4.5,8%,-16%,-7%,0,-0.1,-14%,10%
CCN(CC)c1cc(Cl)nc(N)n1,1.1,3%,5%,-16%,-4,0.6,-1%,1%
